aDG glyco act: increases alpha dystroglycan glycosylation. activation, % at 10 µM. hit rate 0.22% among 360,000. Pro5-aDG cells, alpha-DG glycosylation AlphaScreen (IIH6); 0% Pro5, 100% B10-LARGE cell signal;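 active means activation of at least 8% versus controls, or a plate z-score of at least 8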;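 further: Pro5 are CHO cells carrying HIG-tagged alpha-DG that lacks glycosylation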
TRPM1 prom inh: MITF TRPM1 promoter inhibition in SK-MEL-5 cells | SK-MEL-5 TRPM1 promoter luciferase, 24 h | inhibition, % at 12.5 µM | hit rate 0.83% among 330,000 | AID 488899;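 active means mean inhibition across replicates of 60% or more, whatever share of single replicates reaches that level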; further: values of inactives mirror those of a sister screen read the other way
HIF-2a block: HIF-2a inhibition. 786-0 RCC cells HIF-2a reporter, luciferase luminescence, overnight. inhibition, % at 18.8 µM. hit rate 0.72% among 360,000. AID 624352;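 active means inhibition of the luminescence signal of 40% or more relative to plate controls, in a single-dose primary screen at 18.75 µM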
KKLEB cytotox: reduces viability of KKLEB cystic fibrosis airway cells; activity change (cytotoxicity), % at 5 µM; hit rate 0.36% among 360,000; AID 602141; KKLEB CF airway cells viability, ATPlite luminescence, overnight; hits give low values; cells stimulated with P. aeruginosa culture filtrate;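 active means corrected activity change at or below -50% at 5 µM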
NR2E3 ag-1: NR2E3 (human) agonism | Q9Y5X4 | GST-NR2E3/biotin-RetCOR TR-FRET, 1536-well | inhibition of corepressor binding, % at 4.78 µM | hit rate 0.12% among 320,000 | AID 2300;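 active means percent inhibition above the cutoff of mean plus 3 SD of all tested compounds, set per screening campaign, cut at about 20% in these data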;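 further: 0% = DMSO wells and 100% = biotin wells as full block of FRET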
Target sequence (Q9Y5X4 whole entry, looked up): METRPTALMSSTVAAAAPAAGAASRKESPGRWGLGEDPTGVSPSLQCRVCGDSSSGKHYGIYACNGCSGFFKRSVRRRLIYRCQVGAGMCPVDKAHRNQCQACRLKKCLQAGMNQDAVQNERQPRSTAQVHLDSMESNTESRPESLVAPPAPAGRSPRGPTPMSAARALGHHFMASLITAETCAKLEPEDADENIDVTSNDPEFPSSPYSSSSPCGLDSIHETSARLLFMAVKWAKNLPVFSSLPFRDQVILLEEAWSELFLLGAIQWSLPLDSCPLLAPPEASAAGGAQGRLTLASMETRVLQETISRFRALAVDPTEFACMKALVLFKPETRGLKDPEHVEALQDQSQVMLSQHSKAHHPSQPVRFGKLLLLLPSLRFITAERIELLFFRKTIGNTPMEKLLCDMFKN
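Material: NR2E3–RetCOR corepressor complex | Quantity: 1.35 nM GST-tagged NR2E3 final | Schedule: 5 h at 4 °C | Replication: Singlicate compound wells | Reagent: RetCOR corepressor, biotinylated, 7 nM | Controls: Biotin wells as high control, 0.6% DMSO wells as low control | Signal: TR-FRET, Eu(K)-anti-GST donor, streptavidin-D2 acceptor, ex 340, em 617/671 nm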
Peg3 promoter: reduces Peg3 promoter-driven luciferase expression in HeLa | HeLa PEG-Prom luciferase reporter, luminescence, overnight | inhibition, % at 20 µM | hit rate 1.7% among 360,000 | AID 588405;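 active means inhibition of at least 50% at 20 µM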
iPSC survival up: enhancers of human iPSC single-cell survival; hit rate 0.044% among 360,000; hiPSC single-cell survival, ATPlite luminescence; 100% = ROCK inhibitor wells, 0% = DMSO; AID 602274; survival enhancement, % at 20 µM; in the data active means survival enhancement above about 18%;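 further: cells exposed to compounds for 16 hours before the ATP read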
TWEAK Fn14 block: blocks TWEAK-Fn14 interaction in a reporter cell assay. TWEAK-stimulated Fn14 reporter cells, luciferase luminescence, 8 h. inhibition, % at 10 µM. hit rate 2% among 360,000. AID 1159606; in the data active means inhibition above about 50%
NR2E3 ag-2: human photoreceptor-specific nuclear receptor agonism; Q9Y5X4; CHO-S Gal4-NCOR/VP16-NR2E3 two-hybrid, luciferase; inhibition of corepressor binding, % at 3.98 µM; hit rate 0.35% among 360,000; AID 602229;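 active means inhibition above the mean of all tested compounds plus 3 SD, cut at about 70% in these data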;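 further: 0% = DMSO with NR2E3 transfected cells and 100% = cells lacking NR2E3 construct; higher means lower luciferase signal from less NR2E3 corepressor binding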
Shn3 inh set2: reduces Shn3 3'UTR luciferase signal in osteoblasts. AID 588674. hit rate 0.52% among 360,000. Clone20 osteoblast Shn3 3'UTR firefly luciferase, 24 h. inhibition, % at 12.5 µM;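 active means mean inhibition of at least 75% with every replicate also reaching 75%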;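 further: 0% = median of neutral control wells and 100% = pilot-screen positive control compound; some compounds past the cut are filed as inactive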
CF NFkB inh: blocks PAF-induced NF-kB reporter in cystic fibrosis cells | KKLEB NF-kB-GFP reporter, GFP fluorescence overnight | inhibition, % at 5 µM | hit rate 0.86% among 360,000;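 active means at least 50% inhibition at 5 µM, scaled per plate between neutral and stimulator controls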;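 further: PAF is a Pseudomonas aeruginosa culture filtrate used as stimulus; plate controls were PAF-stimulated DMSO wells for no effect and unstimulated DMSO wells for full effect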
* marks the source's active call; other numbers are inactive results; · = not tested or not shown; & = joins results of further samples.

SMILES	aDG glyco act	TRPM1 prom inh	HIF-2a block	KKLEB cytotox	NR2E3 ag-1	Peg3 promoter	iPSC survival up	TWEAK Fn14 block	NR2E3 ag-2	Shn3 inh set2	CF NFkB inh
c1ccc(-c2csc(-n3cccn3)n2)cc1	0.0	-9	13	13	1	2	-0.5	2	0	3	-36
O=C(Oc1ccnc2cc(Cl)ccc12)N1CCCCCC1	1.4	5	29	-9	-4	24	3.6	7	60	7	20
Cc1cc(OCc2cc(C(=O)N3CCCCCC3)no2)cc(C)c1Cl	0.2	-74	-256	-7	5	-216	0.3	-23	-76	-94	24
COc1ccc(NC(=O)CCCCC(=O)Nc2ccc(OC)cc2OC)c(OC)c1	-0.3	3	4	-14	0	-2	0.4	-11	9	19	30
CC(=O)Nc1ccc(S(=O)(=O)NCCC(=O)OCC(=O)NCc2ccccc2)cc1	0.1	-1	14	5	·	-1	-0.3	1	2	-7	-22
O=C(Nc1ccc([N+](=O)[O-])cc1)C(=O)Nc1cccc(C(=O)O)c1	-0.2	·	80*	12	1	64*	-0.7	-15	-187	86*	-26
COCCCn1c(SCc2cc(=O)[nH]c3ccccc23)nnc1-c1ccco1	-0.1	2	19	5	-1	7	1.3	6	-22	-1	-3
O=C(NC1CCNCC1)C1CCCCC1	0.0	-7	20	7	2	18	-0.6	12	-13	12	-23
Cc1ccc2nc(NC(=O)c3ccc4ncsc4c3)sc2c1	-0.2	-71	-239	-5	1	-255	-0.7	20	-242	-56	-13
C=CCN(C(=O)c1csnn1)C(C(=O)NC1CCCC1)c1ccccc1F (stereo not drawn)	0.0	-21	7	8	0	11	-0.2	-1	12	-2	-4
CSc1cccc(NC(=O)C(=O)NCc2ccccc2)c1	-0.1	-11	-8	-2	4	-11	0.3	-6	3	-12	4
CC1CCCCC1NC(=O)CSc1nnnn1C (stereo not drawn)	0.0	-1	3	-2	·	-1	-0.4	3	-16	-5	14
Cc1ccc(NC(=S)NC(=O)/C=C/c2ccco2)c(O)c1	-0.1	3	-58	4	-1	-39	-1.0	1	5	3	-1
Cc1cccc(C)c1NC(=O)C1(C)CCC(=O)N1c1cc(C(C)(C)C)nn1C (stereo not drawn)	0.1	·	3	8	·	-7	0.1	-21	-1	-50	-4
CC(C)S(=O)(=O)CC(=O)c1ccc(Cl)cc1	0.5	-1	13	13	3	-3	0.5	-2	24	-8	-3
CCNC(=O)c1ccc(CSc2ccc(Cl)cc2)cc1	0.8	-20	-96	11	3	-65	0.9	-6	-49	4	-13
CCOc1cc(/C=C2\N=C(SC(C)C(N)=O)N(c3ccc(OC(F)F)cc3)C2=O)ccc1O (stereo not drawn)	0.7	2	14	9	0	-9	-0.5	-7	8	53	-48
CC1CCN(CC(=O)N2c3ccccc3CCc3ccccc32)CC1	0.0	1	14	-12	3	-11	-3.3	-25	-22	14	5
Cc1c(C(=O)NCc2ccc3c(c2)cc(C)n3C)cccc1[N+](=O)[O-]	0.1	·	29	-8	5	10	-3.1	-11	4	20	41
C/C(Cn1cnc([N+](=O)[O-])n1)=N\NC(=O)c1ccc(Br)cc1	-0.2	14	11	0	-5	13	-0.5	4	-44	2	9
Cn1c(=O)oc2cc(S(=O)(=O)NCc3ccccn3)ccc21	0.6	·	4	1	3	9	-1.0	-9	-12	-10	6
C=CCn1c(O)c(N=NC(=S)Nc2cccc(OC)c2)c2ccccc21	1.4	-6	11	-2	-1	11	-2.8	-3	77*	76	2
O=C(O)c1ccc2c(c1)C(=O)N(c1cccc(C(=O)/C=C/c3ccccc3)c1)C2=O	-0.2	-4	-2	-8	0	1	-0.6	13	-21	7	-12
CC(=O)Nc1ccc2c(c1)ncn2C	-0.1	1	-6	-6	-3	15	1.7	-21	8	-9	-4
O=C(CSc1ccc(-c2cccnc2)nn1)Nc1ccccc1	0.2	6	-2	-4	3	12	-0.5	0	-3	-5	20
CCOC(=O)N1CCC(N(CCN(C)C)C(=S)Nc2cc(C)cc(C)c2)CC1	-0.1	4	20	7	-3	14	-0.6	13	10	21	9
O=S(=O)(c1ccccc1)N1N=C(c2ccccc2)CC1c1ccccc1 (stereo not drawn)	1.0	5	16	-6	0	24	-0.7	18	-1	2	0
COc1ccc(-c2cc(C)no2)cc1S(=O)(=O)N(C)c1cccc(C)c1	0.2	-8	3	-9	2	1	0.1	0	19	7	37
CCc1ccc(-c2cc(C(=O)NN3CCOCC3)c3ccccc3n2)cc1	0.7	-23	-97	-2	-3	-81	-2.4	6	-11	-10	-12
Cc1ccc2nc(NCCO)nc(-c3ccccc3)c2c1	0.4	20	20	-4	0	20	1.7	5	-13	31	22
COc1ccccc1NC(=O)CSc1ccc(-c2ccc(-n3cccn3)cc2)nn1	0.3	-59	-107	-15	-4	-90	-0.3	-10	15	-24	4
COC(=O)[C@H](CC(C)C)NC(=O)Cn1cnc2c(NCc3ccccc3)ncnc21	-0.1	-10	-4	1	·	2	-1.4	-4	-15	3	-14
COc1cc(C(=O)NCCc2ccc3c(c2)OCO3)cc(OC)c1OC	-0.2	0	4	-1	·	4	0.4	-6	-3	0	5
Cc1c(NC(=O)CCC2CCCCC2)cc(C(=O)N2CCOCC2)cc1[N+](=O)[O-]	0.1	3	12	-4	-3	11	-0.1	34	19	14	3
CC[n+]1c(/C=C/c2ccc(OC(C)=O)c(OC)c2)ccc2ccccc21	-0.3	-84	9	-5	·	-44	-0.7	-30	-88	-123	-14
COC(=O)CCc1c(COC(C)=O)[nH]c(C(=O)OCc2ccccc2)c1C	-0.1	-2	15	1	0	-7	-0.3	4	-2	4	5
O=C1C(=O)N(CC2CCCO2)C(c2ccco2)/C1=C(/O)c1ccc(F)cc1 (stereo not drawn)	0.0	-5	10	-7	-3	17	3.8	20	-15	-16	5
Cc1cccc(OCC(=O)N(Cc2cccs2)C2CCS(=O)(=O)C2)c1 (stereo not drawn)	-0.2	4	7	2	-1	6	-0.1	3	-7	-8	9
Cc1cccc(-c2nc(CS(=O)CC(=O)NCCc3ccccc3)c(C)o2)c1 (stereo not drawn)	0.1	-10	0	-15	1	2	0.3	-1	-15	-1	14
CC(C)N=C1SC(CC(=O)Nc2ccccc2)C(=O)N1C(C)C (stereo not drawn)	1.5	-7	3	-2	4	-6	-0.9	-9	15	14	-4
O=C(CCC1CCCN(C(=O)c2ccc3c(c2)OCO3)C1)NCc1ccc(F)c(F)c1 (stereo not drawn)	0.0	-18	-79	7	2	-52	1.2	-40	-22	-7	-6
[N-]=[N+]=NC[C@H](Cc1ccccc1)N1CC[C@@H](O)CCC1=O	-0.1	-3	-4	2	3	1	-3.0	-8	-16	-20	-26
Nc1nnnn1CC(=O)OCc1cccc(Br)c1	0.0	1	4	5	1	15	6.8	-12	11	-10	6
O=C1NCC(Nc2ccc(Cl)cc2)C(=O)N1 (stereo not drawn)	-0.2	0	9	4	·	1	-0.8	13	15	-14	-1
COc1ccc(C(=O)CSc2nnc(-c3ccoc3C)n2CC2CCCO2)cc1 (stereo not drawn)	0.1	12	13	8	2	4	-1.0	7	-19	10	-26
CC1CCCCC1NC(=O)c1ccc(S(=O)(=O)NCc2ccco2)cc1 (stereo not drawn)	0.0	-8	8	2	1	3	-1.6	0	-7	-1	5
Cc1c(Cl)cccc1NC(=O)c1cc(S(=O)(=O)N2CCOCC2)cn1C	-0.2	8	9	7	5	8	-1.6	-15	0	6	2
C=CCn1c(P(C)(=O)O)nc2ccccc21	0.9&0.0	-9&-2	16&12	-2&-1	-2&4	5&10	-0.6&-1.1	7&9	8&-8	12&16	24&-2
CC(C)CN1C2CCCC1CC(NC(=S)NCc1ccco1)C2 (stereo not drawn)	-0.4	-6	10	18	-1	3	-1.7	-7	-4	11	-5
CC(C)CCC(CCNCc1ccccn1)c1ccc2c(c1)OCO2 (stereo not drawn)	0.1	8	7	-7	1	-4	-0.7	-17	19	7	7
More structures
SMILES	aDG glyco act	TRPM1 prom inh	HIF-2a block	KKLEB cytotox	NR2E3 ag-1	Peg3 promoter	iPSC survival up	TWEAK Fn14 block	NR2E3 ag-2	Shn3 inh set2	CF NFkB inh
CCCc1nnc(NC(=O)CCC(=O)NCc2ccccc2OC)s1	-0.2	-7	5	-16	6	3	0.2	2	12	10	-3
Cc1ccc2c(Cl)c(C(=O)NC3CC3)sc2c1	-0.2	-52	-234	10	·	-344	-0.2	-6	-122	-89	-62
CC(NC(=O)Cc1ccc([N+](=O)[O-])cc1)c1ccc2c(c1)OCO2 (stereo not drawn)	0.2	9	6	-12	-1	6	0.5	-7	-7	16	6
O=C(NCCN1CCN(C(=O)c2ccccc2Cl)CC1)C(=O)NCc1ccccc1	-0.1	8	13	-4	-6	8	0.0	-4	-17	10	1
CCc1ccc(CN(C)Cc2nc(-c3cccc(Cl)c3)no2)nc1	-0.1	3	6	5	2	2	-0.6	12	2	-11	18
O=S(=O)(Nc1nc2ccccc2nc1Nc1ccc2c(c1)OCO2)c1ccccc1	0.1	6	6	2	0	36	0.4	38	-5	3	4
O=C(CSc1n[nH]c(-c2cccnc2)n1)Nc1ccccc1[N+](=O)[O-]	-0.1	8	4	0	0	23	0.1	13	-13	-6	3
CN(CC(=O)Nc1ccc(F)cc1)c1ccc(S(=O)(=O)N2CCCCC2)cc1[N+](=O)[O-]	0.0	-2	24	-6	1	17	-2.3	25	-12	18	19
COc1ccc(N(C(=O)c2ccc(Cl)cc2)C2=CC3CCC(C2)N3C)cc1 (stereo not drawn)	3.5	8	7	4	0	2	-1.1	15	30	-5	-4
COC(=O)Nc1ncc(CN2C(=O)c3ccccc3C2=O)s1	-0.1	5	-8	-10	1	17	2.1	-3	-23	4	22
CSc1nc(C)c(CCOCc2ccc(F)cc2)c(=O)[nH]1	0.0	-1	11	2	-3	13	-1.2	-7	-36	-3	-14
NS(=O)(=O)c1ccc(N2C(=O)C(=O)/C(=C(/O)c3ccccc3)C2c2ccc(Cl)cc2)cc1 (stereo not drawn)	0.1	-18	-21	-1	1	-19	0.2	-5	30	-1	-10
COc1ccccc1NC(=O)NCCN1CCCCC1	0.1	4	17	-9	1	16	-0.2	15	-16	9	-8

4 records drawn at random from those above, as already listed:
SMILES	aDG glyco act	TRPM1 prom inh	HIF-2a block	KKLEB cytotox	NR2E3 ag-1	Peg3 promoter	iPSC survival up	TWEAK Fn14 block	NR2E3 ag-2	Shn3 inh set2	CF NFkB inh
O=S(=O)(Nc1nc2ccccc2nc1Nc1ccc2c(c1)OCO2)c1ccccc1	0.1	6	6	2	0	36	0.4	38	-5	3	4
CCc1ccc(CN(C)Cc2nc(-c3cccc(Cl)c3)no2)nc1	-0.1	3	6	5	2	2	-0.6	12	2	-11	18
CN(CC(=O)Nc1ccc(F)cc1)c1ccc(S(=O)(=O)N2CCCCC2)cc1[N+](=O)[O-]	0.0	-2	24	-6	1	17	-2.3	25	-12	18	19
COc1ccccc1NC(=O)NCCN1CCCCC1	0.1	4	17	-9	1	16	-0.2	15	-16	9	-8
